# Source: PubChem BioAssay (Sanford-Burnham Center for Chemical Genomics)
# HKDC1 inh: HKDC1 (human) hexokinase inhibition. recombinant HKDC1, G6PDH/diaphorase resazurin coupled fluorescence. Q2TB90. hit rate 0.16% among 340,000. inhibition, % at 20 µM. AID 493160;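 active = inhibition above about 35% when tested at 20 µM, limit read from the data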;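 also: plate controls were DMSO wells with enzyme for no effect and DMSO wells lacking enzyme for full effect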
#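 Incubation: 90 min at room temperature in dark / Material: recombinant HKDC1 (HK5) hexokinase enzyme, produced in-house / Quantity: enzyme 5 µg/mL final / Compound: one dose of 20 µM, 1% DMSO / Reagent: glucose and ATP substrates / Buffer or medium: Tris pH 8.0 buffer with MgCl2, Tween-20, BSA, BME / Technique: resorufin fluorescence at 613 nm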
# SENP6 block: blocks the human protease SENP6; Q9GZR1; Recombinant SENP6 catalytic domain, aminoluciferin luminescence; inhibition, % at 10 µM; hit rate 1.8% among 330,000;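 active = inhibition above about 50% at the single tested dose, limit read from the data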;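 also: plate controls were DMSO wells with enzyme for no effect and DMSO wells lacking enzyme for full effect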
# Target sequence (Q9GZR1 628-1112 limits assumed): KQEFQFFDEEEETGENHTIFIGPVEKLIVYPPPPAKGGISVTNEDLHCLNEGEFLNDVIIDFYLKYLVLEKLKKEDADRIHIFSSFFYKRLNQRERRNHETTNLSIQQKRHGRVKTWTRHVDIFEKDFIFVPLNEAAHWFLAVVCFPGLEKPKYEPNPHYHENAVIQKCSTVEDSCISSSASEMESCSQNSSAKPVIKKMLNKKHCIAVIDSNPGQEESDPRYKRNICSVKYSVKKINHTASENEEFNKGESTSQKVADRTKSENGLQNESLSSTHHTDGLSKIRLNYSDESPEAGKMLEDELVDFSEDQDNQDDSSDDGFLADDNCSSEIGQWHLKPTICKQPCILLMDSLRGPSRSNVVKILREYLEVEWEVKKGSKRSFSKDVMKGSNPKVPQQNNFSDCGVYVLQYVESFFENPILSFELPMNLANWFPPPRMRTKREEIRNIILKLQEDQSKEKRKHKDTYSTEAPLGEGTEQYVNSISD
# SENP7 block: blocks the human protease SENP7. recombinant SENP7, Z-RLRGG-aminoluciferin luminescence, 40 min. hit rate 1.5% among 330,000. Q9BQF6. AID 434973. inhibition, % at 5 µM;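 active = inhibition above about 50% at the single test dose, limit read from the data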;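 also: plate controls were DMSO with enzyme for no effect and no enzyme buffer wells for full effect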
# Target sequence (Q9BQF6 706-1050 limits assumed): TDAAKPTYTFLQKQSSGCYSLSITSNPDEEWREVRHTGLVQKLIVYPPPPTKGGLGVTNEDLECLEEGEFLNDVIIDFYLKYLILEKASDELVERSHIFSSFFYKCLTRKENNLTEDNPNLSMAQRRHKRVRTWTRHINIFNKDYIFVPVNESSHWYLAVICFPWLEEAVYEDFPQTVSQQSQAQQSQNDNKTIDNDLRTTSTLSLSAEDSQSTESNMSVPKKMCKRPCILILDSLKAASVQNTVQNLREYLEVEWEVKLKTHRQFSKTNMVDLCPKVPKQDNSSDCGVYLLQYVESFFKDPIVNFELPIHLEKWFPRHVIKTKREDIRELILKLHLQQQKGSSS
# SENP8 block-1: blocks the human protease SENP8. Q96LD8. purified SENP8, Z-RLRGG-aminoluciferin cleavage, luminescence. inhibition, % at 10 µM. hit rate 1.2% among 330,000. AID 2540; in the data active = inhibition above about 50%
# Target sequence (Q96LD8 whole entry, looked up): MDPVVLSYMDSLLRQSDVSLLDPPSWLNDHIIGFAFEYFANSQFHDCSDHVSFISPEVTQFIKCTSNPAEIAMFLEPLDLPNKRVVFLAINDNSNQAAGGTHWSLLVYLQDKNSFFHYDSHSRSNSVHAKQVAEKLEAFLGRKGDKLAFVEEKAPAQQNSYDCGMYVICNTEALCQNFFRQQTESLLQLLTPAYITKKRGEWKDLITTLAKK
# PfG6PD inh: PfG6PD (Plasmodium falciparum) enzyme inhibition | PfGluPho enzyme, NADPH resazurin-diaphorase fluorescence | inhibition, % at 20 µM | hit rate 0.78% among 350,000;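 active = inhibition reaching at least a set limit at 20 µM in the primary screen, cut at about 59% in these data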;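 also: 0% = DMSO wells with substrate and 100% = DMSO wells lacking glucose-6-phosphate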
# Apaf-1 inh: inhibitors of human Apaf-1 apoptosome. O14727. reconstituted apoptosome caspase-3 activity, DEVD-Rh110 fluorescence. inhibition, % at 20 µM. hit rate 0.71% among 330,000. AID 489030; active = inhibition of at least 40% at 20 µM;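 also: plate controls were DMSO wells for no effect and DEVD-CHO caspase inhibitor wells for full effect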
#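 Assay system – apoptosome proteins · Medium – Hepes buffer, pH 7.5 · Also added – cytochrome c with DEVD-Rh110 · Timing – 30 min compound preincubation, 50 min activation, room temperature · Detection – Rh110 fluorescence, excitation 480 nm, emission 540 nm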
# SENP1 FRET inh: blocks the human SENP1 SUMO protease catalytic domain. recombinant SENP1 catalytic domain, CyPet-SUMO1-YPet FRET cleavage. inhibition, % at 10 µM. hit rate 0.21% among 360,000;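 active = inhibition at least 30% at 10 µM, raw YFP signal under a set limit, fluorescence ratio 0.5 to 1.5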;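 also: 0% = enzyme with DMSO and 100% = no enzyme wells; some results filed as inactive read as strong as hits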
#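 material = recombinant human SENP1 catalytic domain, His6-tagged | quantity = 20 pM enzyme | reagent = 25 nM SUMO1 FRET substrate | compound dosing = 10 µM single point, 0.5% DMSO | timing = 50 min enzyme reaction, room temperature, light-protected | detection = FRET, CFP and YFP emission | control set = no-enzyme low, enzyme-DMSO high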
# SENP8 block-2: SENP8 (human) protease inhibition. AID 602440. inhibition, % at 20 µM. recombinant SENP8, Nedd8 substrate fluorescence. Q96LD8. hit rate 0.64% among 360,000; in the data active = inhibition mostly above about 40%, no sharp cut-off; inactive = mostly below about 27%
# * marks the source's active call; other numbers are inactive results; . = no result given.
SMILES,HKDC1 inh,SENP6 block,SENP7 block,SENP8 block-1,PfG6PD inh,Apaf-1 inh,SENP1 FRET inh,SENP8 block-2
COC(=O)c1sc(NC(=S)NC(=O)c2cccc(Br)c2)nc1C,-4,17,4,11,-25,-8,-1,-2
Cc1nc2cc(Cl)c([N+](=O)[O-])cc2s1,-4,-17,1,-9,2,-5,3,11
CC1C=CCC2C(=O)N(c3ccc(OC(=O)c4cccs4)cc3)C(=O)C12 (stereo unspecified),-6,-3,3,-4,-4,-6,2,2
COCCN(C(=O)c1ccco1)c1nnc(-c2ccc(OC)c(OC)c2)s1,5,6,-8,-7,8,5,3,-125
C/C(=N\NC(=O)CSc1nnc(C)s1)c1ccc(O)cc1,-11,5,1,-4,4,-2,-1,7
CN(C)CCCN(C(=O)c1ccc(S(=O)(=O)N2CCc3ccccc32)cc1)c1nc2ccc(Cl)cc2s1,-11,-19,-12,-4,26,31,2,11
CC1CCCC(C)N1C(=O)CN1C(=O)C(C)(C)Oc2ccc(C(=O)NC3CCCCC3)cc21 (stereo unspecified),-10,-5,-4,3,-7,4,1,10
O=[N+]([O-])c1ccc(N=NNc2ccc([N+](=O)[O-])cc2)cc1,-2,.,.,.,11,.,68*,15
COc1ccccc1-n1cnc2cc(NC(C)=O)ccc21,-2,-5,0,-3,-5,-4,0,16
O=S1(=O)N=C2CCCCCN2C(c2ccc(F)cc2)N1 (stereo unspecified),-13,-17,3,-3,10,-7,3,2
CC(C)OC(=O)C(C)Oc1ccc(C(=O)NCCc2ccccc2)cc1 (stereo unspecified),-2,-1,2,0,5,7,-1,10
CC(OC(=O)c1ccc2noc(-c3ccccc3)c2c1)C(N)=O (stereo unspecified),-2,-9,2,-1,9,2,-6,-54
CCOC(=O)c1c(-c2ccc(OC)cc2)csc1NC(=O)C1CCCO1 (stereo unspecified),5,12,-2,3,49,7,4,-10
CCOC(=O)N1C2CCC(C2)N1C(=O)OCC,-7,.,.,.,-7,.,-2,13
COc1ccccc1CCC(=O)NC1CCCN(c2ccc(C(F)(F)F)cn2)C1 (stereo unspecified),1,-8,-5,-4,0,0,1,-49
Cc1cc(C(=O)Nc2ccc(N3CCCCC3)cc2)no1,-6,50,54*,38,4,-20,1,11
COCCNC(=O)CSc1ccc(C)cc1,-2,16,3,3,0,2,1,6
O=C(c1ccccc1)N1CCN(c2ccccc2F)CC1,1,0,3,3,-7,4,0,-6
CCc1ccc(S(=O)(=O)NCc2cccs2)cc1,-5,0,11,2,0,10,0,16
COc1cc(CNS(=O)(=O)c2ccc3c(c2)CC(C)N3C(=O)C2CCC2)cc(OC)c1OC (stereo unspecified),-5,-13,14,-6,7,2,2,18
O=[N+]([O-])c1ccc(-c2ccc(/C=N/c3c(-c4ccco4)nc4ccccn34)o2)cc1,6,-5,6,6,36,4,-21,-282
O=C(CCNC(=O)c1ccc(Cl)cc1)NCCCN1CCOCC1,-7,-11,2,0,8,48*,-1,0
CCOC(=O)c1sc(=S)[nH]c1C,-5,.,.,.,25,.,-1,-1
CC(C(=O)N1CCOCC1)N1C(=O)C2C3C=CC(C4CC34)C2C1=O (stereo unspecified),3,-10,12,-11,-21,12,1,11
CC1CCN(CCC(=O)Nc2ccccc2)CC1,13,-9,7,-7,-16,-1,-5,1
CN(C)/C=N/c1nc(-c2ccc3ccccc3c2)cs1,0,19,22,7,38,9,3,6
CN(C)CCCNc1cn[nH]c(=O)c1Cl,7,-12,4,0,-12,-23,0,18
C#CCNc1ccc([N+](=O)[O-])cc1,0,0,3,3,8,-1,0,17
COc1ccc(/C=C/C(=O)NCc2cn(C)nc2C)cc1COc1ccc(Cl)cc1Br,-4,-24,-12,-10,-6,8,1,4
CCc1nc(NC(C)(C)C)c2cnn(-c3ccccc3)c2n1,0,-4,0,-8,32,21,-7,1
CCn1c(NC(C)=O)nc2ccccc21,-8,-4,-26,-4,-9,-7,1,20
C/C(=N\N1CCN(c2ccccc2)CC1)c1ccccc1O,-2,-12,5,3,20,-3,3,6
CCOC(=O)[C@@H]1[C@H]2COc3cc(OC)ccc3[C@@H]2N2C(=O)N(c3ccc(C)cc3)C(=O)[C@]12C,1,-16,0,-4,-1,4,3,29
O=C(NCCc1ccc(F)cc1)c1ccc(NS(=O)(=O)c2ccc3[nH]c(=O)[nH]c3c2)cc1,0,-1,-1,3,-21,-6,0,14
Cc1cc(OCC(O)CN2CCOCC2)cc(C)c1Cl (stereo unspecified),-10,6,8,-15,-1,6,-3,10
Fc1cccc(Cl)c1/C=C/c1cnc2ccccc2n1,1,96*,11,96*,12,13,-20,-84

# Some of the entries so far, with two lines to a compound:
# Screens in order: HKDC1 inh | SENP6 block | SENP7 block | SENP8 block-1 | PfG6PD inh | Apaf-1 inh | SENP1 FRET inh | SENP8 block-2
CCOC(=O)[C@@H]1[C@H]2COc3cc(OC)ccc3[C@@H]2N2C(=O)N(c3ccc(C)cc3)C(=O)[C@]12C
 : 1 | -16 | 0 | -4 | -1 | 4 | 3 | 29
O=C(NCCc1ccc(F)cc1)c1ccc(NS(=O)(=O)c2ccc3[nH]c(=O)[nH]c3c2)cc1
 : 0 | -1 | -1 | 3 | -21 | -6 | 0 | 14
Cc1cc(OCC(O)CN2CCOCC2)cc(C)c1Cl (stereo unspecified)
 : -10 | 6 | 8 | -15 | -1 | 6 | -3 | 10
Fc1cccc(Cl)c1/C=C/c1cnc2ccccc2n1
 : 1 | 96* | 11 | 96* | 12 | 13 | -20 | -84

# Remaining list, next part
SMILES,HKDC1 inh,SENP6 block,SENP7 block,SENP8 block-1,PfG6PD inh,Apaf-1 inh,SENP1 FRET inh,SENP8 block-2
CN(C(=O)CSc1nccc(=O)[nH]1)C1CCCCC1,0,-17,-7,-15,-10,14,-1,7
Cn1c(=O)[nH]c(=O)c2c1nc(N1CCCCC1)n2C/C=N/Nc1ccc(C(=O)O)cc1,-1,8,1,3,9,-5,1,21
CC(C)OC(=O)c1cccc(C(=O)Oc2ccc(Br)cc2)n1,-10,1,7,-4,5,3,4,13
COc1ccc(-c2[nH]ncc2/C=C(\C#N)C(=O)NC2CC2)cc1,3,-6,7,2,-8,-3,-2,-238
CSc1cccc(NC(=O)CCCOc2ccccc2)c1,-6,-41,1,-7,14,3,2,2
COCCC(=O)N1CCCC(CNS(=O)(=O)c2ccc(OC)cc2)C1 (stereo unspecified),-10,3,-2,-4,-18,4,2,22
O=[N+]([O-])c1ccc(NN=Cc2cc(Br)ccc2O)nc1,-13,.,.,.,1,.,-31,-208
CN(Cc1ccccc1)C(=O)CN1C(=O)c2ccccc2S1(=O)=O,3,5,1,2,1,-2,2,8
COc1cc(CC(=O)Nc2nc(-c3ccccc3)c(C(C)=O)s2)cc(OC)c1OC,7,-11,1,-4,-35,11,6,21
COc1ccc(C(=O)CSc2nnc(CNc3nc(-c4ccccc4)cs3)n2C)cc1,-1,-14,-2,0,14,15,1,28
Cc1cc(C)n2nc(SC(C)C(=O)N3CCCC3)nc2n1 (stereo unspecified),-4,-1,-11,-7,-19,18,0,2
COc1ccc(C)cc1N(C(=O)COc1ccccc1)c1nc2ccccc2s1,1,-6,-3,-7,4,9,2,4
O=C(NNS(=O)(=O)c1ccc(F)cc1)c1cnn(-c2ccccc2)c1C(F)(F)F,-2,-8,-16,5,-27,-9,1,3
S=C(NCc1ccc2[nH]c3c(c2c1)CCCC3)Nc1ccccc1,7,-4,-20,-13,14,26,-21,9
CCOC(=O)Cn1c(=O)cc(C)c2cccc(C)c21,12,-26,9,-8,19,12,4,-3
Cc1ccc(C)c(NC(=O)CSc2nc(C)cc(C)c2C#N)c1,-2,2,-8,-4,-11,1,0,2
O=S(=O)(c1ccccc1)N1CCN(c2ncnc3sc(-c4ccccc4)cc23)CC1,0,.,.,.,14,.,-13,-176
CCC1Oc2ccccc2N(CC(=O)NC2CC2)C1=O (stereo unspecified),-3,9,8,0,20,0,0,9
COc1ccc(CNC(=O)CN(C(=O)c2csnn2)c2cccc3ccccc23)cc1,0,-1,5,2,-10,12,0,-7
CN(CCN1CCOCC1)Cc1nc(-c2cccs2)no1,-9,2,0,-7,-4,1,2,2
CCOC(=O)c1c(NC(C)=O)sc2c(O)c(Br)ccc12,17,-7,-7,-9,4,13,4,-24
Cc1ccc(S(=O)(=O)n2cnc3cc([N+](=O)[O-])ccc32)cc1C,-4,-24,-3,-2,12,-1,-1,10
CSc1nc(C)nc(N/C=C(\C#N)S(=O)(=O)c2ccccc2Cl)n1,-4,-1,14,-8,-4,-17,2,21
CCN(CC)Cc1ccccn1,-2,0,-1,3,-5,-5,0,8
Cc1ccccc1NC1=C(C(=O)c2ccccc2)N(C)S(=O)(=O)c2ccccc21,3,-11,5,1,-35,19,22,43*
c1ccc(CSCc2nc3ccccc3[nH]2)cc1,2,5,19,-2,1,0,1,2
CCCc1cc(=O)oc2c(CNc3ccc(OCC)cc3)c(O)ccc12,15,2,-1,3,19,26,-30,-276
CN(C(=O)c1cccc(NC(=O)Cc2ccc(NC(=O)C3CCN(C(=O)C4CCCC4)CC3)cc2)c1)C1CC1,-5,.,.,.,-1,.,2,1
Cc1ccc(C(=O)c2oc3ccccc3c2N)cc1,1,-3,-6,-17,5,17,-26,-54
COc1ccc(C)cc1NS(=O)(=O)c1cccc2nonc12,-1,-3,-5,-4,1,6,2,24
O=C(COc1ccc(F)cc1)N1CCC(c2ccccc2)C1 (stereo unspecified),-4,-14,-7,-4,-1,3,1,20
O=C(CSc1nn(-c2ccccc2)c(=S)s1)NC1CCS(=O)(=O)C1 (stereo unspecified),-12,-13,-3,-8,-1,3,-2,15
Cc1ccc(C)c(OCc2cc(C(=O)N(C)Cc3nccs3)no2)c1,0,-3,7,0,18,9,-1,1
Cc1cccc(-n2cccc2)c1C#N,-12,-6,4,2,5,0,1,2
CC1=C(C)CC(C(=O)c2ccccc2)C(C(=O)O)C1 (stereo unspecified),-9,-3,6,-1,-7,-15,0,10
C[C@@]12CCC3[C@@](CCC4[C@@]3(C)CCC[C@@]4(C)C(=O)Nc3ccc(Cl)cc3)(CC1=O)C2 (stereo partly specified),0,-19,2,6,5,6,2,12
O=[N+]([O-])C(=C1SCCS1)C(=C(Cl)Cl)N1CCCCC1,-6,-9,1,3,-1,6,0,23
Clc1cccc(/C=N/Nc2ncnc3ccccc23)c1,-2,48,47,20,22,28,1,29
Cc1n[nH]c(C)c1S(=O)(=O)N1CCCC(C(=O)N2CCc3ccccc32)C1 (stereo unspecified),6,-11,6,8,15,7,0,10
O=C(Nc1nnc(-c2cccs2)o1)C1CC1,-1,-18,10,-7,-11,2,1,-104
O=C(Nc1cccc(S(=O)(=O)NC2=NCCCCC2)c1)c1cccnc1Cl,-9,7,-2,-5,-7,-10,1,18
COc1ccc(O)c(-c2cc(-c3cccc(Br)c3)n[nH]2)c1,1,59*,7,24,7,21,-15,-11
O=C(c1ccco1)N(CCC(c1ccccc1)c1ccco1)Cc1ccco1 (stereo unspecified),12,-18,4,-6,16,14,-15,-3
COC(=O)c1sccc1NC(=O)c1ccc(OC)cc1,-1,-32,2,-10,-1,18,4,1
CCOC(=O)c1cc(C)n(-c2ccc(Cl)cc2)c1C,0,2,4,5,1,-7,0,2
CSc1ncccc1C(=O)OCC(=O)NC(=O)NCCC(C)C,-11,-6,-10,-8,-4,19,1,13
